PTAP TSG101 blk: blocks PTAP/TSG101 interaction to inhibit HIV-1 budding | Q99816 | Fluorescence polarization, FITC-PTAP peptide / Tsg101 binding | Potency, µM (top dose mostly 115 µM), for the others: top-dose activity change, negative = inhibition, usual class: inhibitors | 340,000 tested, under 10 active | AID 493005; active = well fitted inhibition curve with a large enough effect in the main read-out, with a control signal flat, not every such curve was filed as active; inconclusive = small, poorly fitted or top-dose-only effect, or effect the other way, or a change in a side signal; inactive = no such curve, though single readings can be large or run the other way; note: potency is the fitted concentration of half-maximal effect; % of control where 0% means no effect
Target sequence (Q99816 whole entry, looked up): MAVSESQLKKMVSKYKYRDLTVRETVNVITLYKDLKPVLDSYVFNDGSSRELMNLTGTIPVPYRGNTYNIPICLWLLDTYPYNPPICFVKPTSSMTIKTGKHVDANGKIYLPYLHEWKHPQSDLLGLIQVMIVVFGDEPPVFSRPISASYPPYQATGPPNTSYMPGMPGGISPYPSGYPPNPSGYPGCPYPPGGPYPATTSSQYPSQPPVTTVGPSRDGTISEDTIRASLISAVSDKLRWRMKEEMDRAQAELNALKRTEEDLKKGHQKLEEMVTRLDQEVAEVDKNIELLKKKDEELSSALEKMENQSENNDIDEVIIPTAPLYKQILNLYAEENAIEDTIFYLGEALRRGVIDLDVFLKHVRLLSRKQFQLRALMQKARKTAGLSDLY
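Compounds were pin-transferred onto Tsg101 binding domain (10 uM final) in HEPES pH 7.5 buffer, then FITC-PTAP peptide was added at 50 nM final. After 20 min at RT, polarization reported peptide displacement across a qHTS concentration series.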
p53 reactivation: re-activators of mutant p53 | H1299 p53-A138V BP100-luciferase reporter, luminescence, 24 h | 320,000 compounds, 0.063% hits | Potency, µM (titrated, usually from 92.2 µM), without a hit: top-dose activity change, positive = activation, hits mostly activators; note: potency is the fitted concentration of half-maximal effect; % of control where 0% means no effect; nearly all actives have a fitted effect of over 45% in size
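p53-null H1299 cells stably carrying temperature-sensitive p53-A138V and a BP100-luciferase reporter were pinned with compounds (4-point, 1:5 series) and held 24 hrs at 37 deg C. Luminescence was read 10 min after detection reagent.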
CXXC DNA block: MLL CXXC-DNA interaction inhibition. Potency, µM (doses to about 115 µM), without a hit: at the highest dose activity change, negative = inhibition, usual class: inhibitors. 290,000 compounds, 0.037% hits. MLL-CXXC / FITC-HOXA9 DNA fluorescence polarization. AID 2662. Q03164; active = well fitted inhibition curve with a large enough effect in the polarisation, with a control signal flat, not every such curve was filed as active; inconclusive = small, poorly fitted or top-dose-only effect, or effect the other way, or a change in a side signal; inactive = no such curve, though single readings can be large or run the other way; the % refers to the polarisation; note: potency is the fitted concentration of half-maximal effect
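Fluorescence polarization: 7 uM MLL-CXXC (stock) preincubated 5 min with compounds, then 50 nM fluorescein-HOX-A9 DNA (stock) added; 30 min ambient. Buffer 50 mM Tris-HCl pH 7.5, 50 mM NaCl, 1 mM DTT, 0.05% BSA.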
TCR activator: activators of T cell receptors. AID 504894. primary human leukocytes, anti-CD3, IL-2 HTRF, 48 h. 330,000 tested, under 10 active. Potency, µM (highest dose often 9.22 µM), without a hit: top-dose activation of IL-2 secretion, hits mostly activators; note: % of control where 0% means no effect
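1) Mix primary human leukocytes, a-CD3 beads and compound. 2) Incubate 48 hr. 3) Add HTRF IL-2 reagents (a-IL-2-K, a-IL-2-d2).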
ELG1 repair inh: inhibitors of ELG1-dependent DNA repair in HEK293T cells; AID 504467; 330,000 compounds, 2.3% hits; HEK293T ELG1-luciferase reporter, luminescence, 16 h; DNA damage induced by 5-fluorouridine; Potency, µM (doses to about 46.1 µM), for the others: at the highest dose activity change, negative = inhibition, usual class: inhibitors; note: potency is the fitted concentration of half-maximal effect; % is set by controls: 0 for no effect and ±100 for the full control effect; nearly all actives have a fitted effect of over 55% in size
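In this reporter screen, reduction of luminescence relative to DMSO vehicle indicated activity. Compounds and 5-fluorouridine were added together to 2,000 cells per well, incubated for 16 hr at 37 °C, then developed with ONE-Glo.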
BRCA1 expr up: BRCA1 expression activation; MCF7-BRCA1-FFLuc reporter, luminescence, 48 h; response scale: scaled: vehicle 0%, 10 µM genistein 100%; Potency, µM (series often up to 46.1 µM), inactives show top-dose activation, hits mostly activators; 380,000 compounds, 1.1% hits; AID 624202; note: potency is the fitted concentration of half-maximal effect; nearly all actives have a fitted effect of over 80% in size; some results filed as inactive show a strong effect at the top dose
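Luminescence from a BRCA1-driven firefly luciferase in MCF7 cells was read after 48 h compound exposure at 37 C. Data normalized against DMSO and a 10microM genistein activation control, then curve-fitted across the titration.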
TRPV1 ag: activates the human vanilloid receptor TRPV1 | 320,000 compounds, 0.19% hits | Q8NER1 | activation, % at 8.33 µM | TRPV1-expressing cells, Fluo-8 calcium influx, agonist mode; in the data active = activation above about 80%; inconclusive = between about 30% and that limit; note: 0% is about no effect
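Fluo-8 calcium influx in TRPV1-expressing cells, kinetic read (ex 480/em 520 nm). Compound added and read 3 min for agonist activity, followed by capsaicin at EC20 final and 2 min further read for enhancement.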
A-T KAP1 phos: potential ataxia-telangiectasia treatments restoring KAP-1 phosphorylation; […] A-T fibroblasts, KAP-1 phosphorylation AlphaLISA; neocarzinostatin DNA damage 30 min before lysis; Potency, µM (doses to about 57.5 µM), inactives show at the top dose activation, actives largely listed as activators; 320,000 compounds, 0.19% hits; AID 485349; note: potency is the fitted concentration of half-maximal effect; % of control where 0% means no effect; nearly all actives have a fitted effect of over 45% in size
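ATM-like activity read as KAP-1 phosphorylation via AlphaLISA donor/acceptor antibody pairs after lysis and 6 hr at 25C. Cells were ATM-null patient fibroblasts ([…], hTERT), dosed 60 min, then exposed to the DSB inducer NCS for 30 min.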
Integrin act MD: integrin-mediated muscular dystrophy alleviation activation. alpha7betagal myoblasts, beta-gal FDG fluorescence, 48 h. Potency, µM (doses to about 38.3 µM), inactives show at the highest dose activation, most hits filed as activators. 350,000 compounds, 0.064% hits. AID 624291;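 note: potency is the fitted concentration of half-maximal effect; 100% = response of the positive control SU9516; nearly all actives have a fitted effect of over 60% in size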
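alpha7betagal+/- myoblasts (passage 13, 250/well) treated 48 h at 37C with compounds at 1:260 dilution of DMSO stock. Lysed, then beta-galactosidase activity read as FDG fluorescence (ex 480/em 540) after 30 min, with pre-read for autofluorescence.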
B2AR arrestin: beta2AR (human) beta-arrestin recruitment activity. P07550. beta-arrestin recruitment to beta2AR, cell-based reporter. Potency, µM (highest dose often 46.1 µM), for inactives: at the top dose activation, usual class: activators. 330,000 compounds, 0.02% hits. AID 492947;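 note: potency is the fitted concentration of half-maximal effect; 0% = DMSO controls and full agonism = EC100 isoproterenol or metaproterenol; nearly all actives have a fitted effect of over 65% in size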
Target sequence (P07550 whole entry, looked up): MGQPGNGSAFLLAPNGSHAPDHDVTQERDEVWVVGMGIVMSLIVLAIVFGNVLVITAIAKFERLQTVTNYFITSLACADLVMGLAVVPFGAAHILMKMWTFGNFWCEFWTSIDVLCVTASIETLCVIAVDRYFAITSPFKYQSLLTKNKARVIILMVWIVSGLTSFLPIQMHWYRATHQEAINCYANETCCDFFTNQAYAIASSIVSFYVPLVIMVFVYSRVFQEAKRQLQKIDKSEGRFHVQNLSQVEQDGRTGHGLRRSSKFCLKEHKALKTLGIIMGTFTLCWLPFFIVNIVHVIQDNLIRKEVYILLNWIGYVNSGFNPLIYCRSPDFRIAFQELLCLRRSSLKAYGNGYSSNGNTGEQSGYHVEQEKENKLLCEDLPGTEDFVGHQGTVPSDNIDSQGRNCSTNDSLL
Active calls of the source: *; [ ] = remark or other dose. Unless noted, calls come from the whole dose curve; as a rule, active = well fitted curve in the direction sought with a large enough effect; inconclusive = small, poorly fitted or top-dose-only effect, or another doubt; inactive = no such curve, though single readings can be large; an effect the other way counts as inactive or inconclusive. Rows were taken by chance; overall some 3.8% were active at least once.

`CCCCNC(=O)COc1ccccc1[N+](=O)[O-]` gave PTAP TSG101 blk -1.6%, p53 reactivation 16.5%, CXXC DNA block inconclusive, TCR activator -0.8%[46.1 µM], ELG1 repair inh inconclusive, BRCA1 expr up inconclusive, TRPV1 ag -1.4, A-T KAP1 phos -1.3%, Integrin act MD 12.5% and B2AR arrestin -2.9%.
For Cc1cccc(C)c1NC(=O)CNC(=O)CCNC(=O)c1ccco1 the results were PTAP TSG101 blk -2.2%, p53 reactivation -5.2%, TCR activator 0.6%, ELG1 repair inh 3.8%, BRCA1 expr up 12.5%, TRPV1 ag -2.3, A-T KAP1 phos 0.5%, Integrin act MD -8.3% and B2AR arrestin 0.5%.
Screening COc1ccc(C(=O)O)cc1NS(=O)(=O)c1cccc2nsnc12 returned PTAP TSG101 blk -3.0%, p53 reactivation 17.9%, CXXC DNA block -5.9%, TCR activator 0.8%, ELG1 repair inh 8.2%, BRCA1 expr up 0.0%, TRPV1 ag 0.2, A-T KAP1 phos 1.1%, Integrin act MD -10.4% and B2AR arrestin 0.2%.
Screening CCCN1CCc2c(sc3nc(SCC)n(-c4ccccc4)c(=O)c23)C1 returned PTAP TSG101 blk -7.5%, p53 reactivation -3.7%, CXXC DNA block 4.2%, TCR activator 3.5%, ELG1 repair inh -28.4%, BRCA1 expr up -27.7%, TRPV1 ag 2.1, A-T KAP1 phos 4.2%, Integrin act MD -0.5% and B2AR arrestin 0.0%.
For O=C(COc1ccc(Br)cc1)N1CCN(c2ncccn2)CC1 the results were PTAP TSG101 blk -3.7%, p53 reactivation -8.1%, ELG1 repair inh 6.6%, BRCA1 expr up 0.4%, TRPV1 ag -2.4, A-T KAP1 phos -3.0%, Integrin act MD 2.1% and B2AR arrestin 0.3%.
`COc1ccc(/C=c2\sc3nc(=O)c(C)nn3c2=O)c(OC)c1` gave PTAP TSG101 blk 2.9%, p53 reactivation -1.9%, CXXC DNA block -9.7%, TCR activator -0.3%, ELG1 repair inh 2.0%, BRCA1 expr up 5.0%, TRPV1 ag 1.0, A-T KAP1 phos 4.0%, Integrin act MD 8.7% and B2AR arrestin 0.2%.
Screening COc1ccc(OCC(=O)NNC(=O)C(=O)Nc2cc(OC)ccc2OC)cc1 returned PTAP TSG101 blk -3.9%, p53 reactivation -8.1%, CXXC DNA block 19.6%, TCR activator 5.3%, ELG1 repair inh -4.3%, BRCA1 expr up 2.9%, TRPV1 ag -1.2, A-T KAP1 phos 3.0%, Integrin act MD 15.2% and B2AR arrestin 0.1%.
For COc1ccc(C2CC(c3c(-c4ccccc4)c4cc(Cl)ccc4[nH]c3=O)=NN2S(C)(=O)=O)cc1 (configuration not stated) the results were PTAP TSG101 blk -1.0%, p53 reactivation 6.0%, CXXC DNA block 5.3%, TCR activator -4.4%, ELG1 repair inh inconclusive, BRCA1 expr up -56.6%, TRPV1 ag 9.5, A-T KAP1 phos 2.3%, Integrin act MD -56.8%[inhibitor] and B2AR arrestin -0.1%.
Screening CCn1c(SCC(=O)c2ccccc2)nnc1-c1ccoc1C returned PTAP TSG101 blk -1.2%, p53 reactivation 6.1%, CXXC DNA block -3.5%, TCR activator -0.6%, ELG1 repair inh 15.4%, BRCA1 expr up 35.7%, TRPV1 ag 4.5, A-T KAP1 phos 6.0%, Integrin act MD 7.0% and B2AR arrestin 0.4%.
`CCOC(=O)C1CCN(C(=O)c2ccc(NS(=O)(=O)c3ccc(F)cc3C)cc2)CC1` gave PTAP TSG101 blk -0.6%, p53 reactivation -0.5%, CXXC DNA block 30.4%, TCR activator -5.0%, ELG1 repair inh 8.9%, BRCA1 expr up 0.5%, TRPV1 ag -5.0, A-T KAP1 phos inconclusive, Integrin act MD -18.9% and B2AR arrestin 0.1%.
`CC1=NC(C(F)(F)F)(C(F)(F)F)C2=C(CC(C)(C)CC2=O)N1Cc1ccco1` gave PTAP TSG101 blk -7.2%, p53 reactivation 5.2%, CXXC DNA block 1.9%, ELG1 repair inh -17.5%, BRCA1 expr up 10.4%, TRPV1 ag 5.8, A-T KAP1 phos 1.1%, Integrin act MD 17.4% and B2AR arrestin 0.5%.
`CC(=O)c1ccc(NC(=O)C2(S(=O)(=O)c3ccccc3)CC2)cc1` gave PTAP TSG101 blk 1.8%, p53 reactivation 1.8%, CXXC DNA block -3.8%, TCR activator -50.5%, ELG1 repair inh inconclusive, BRCA1 expr up 20.5%, TRPV1 ag -1.6, A-T KAP1 phos 3.3%, Integrin act MD -34.5% and B2AR arrestin -1.0%.
For CC(C)OC(=O)c1ccc(NC(=O)c2ccco2)cc1 the results were PTAP TSG101 blk -3.0%, p53 reactivation inconclusive, CXXC DNA block -3.8%, TCR activator -5.6%, ELG1 repair inh inconclusive, BRCA1 expr up inconclusive, TRPV1 ag inconclusive, A-T KAP1 phos 0.7%, Integrin act MD -21.4% and B2AR arrestin -0.1%.
For Cc1ccc(C(=O)N/C(=C\c2ccc3c(c2)OCO3)C(=O)N2CCOCC2)cc1 the results were PTAP TSG101 blk -7.5%, p53 reactivation -1.0%, CXXC DNA block -3.9%, TCR activator 5.5%, ELG1 repair inh -0.5%, BRCA1 expr up 16.7%, TRPV1 ag 2.8, A-T KAP1 phos 13.7%, Integrin act MD 14.9% and B2AR arrestin 0.2%.
For Cc1cccc2c(=O)cc(C)n(CC(=O)N3CCOCC3)c12 the results were PTAP TSG101 blk -5.8%, p53 reactivation 1.5%, CXXC DNA block -3.4%, TCR activator -10.6%, ELG1 repair inh 2.9%, BRCA1 expr up 16.1%, TRPV1 ag 5.0, A-T KAP1 phos 0.7%, Integrin act MD -10.5% and B2AR arrestin 0.2%.
Screening Cc1cc(NC(=O)C(C)SCC(=O)NCc2ccc(F)cc2)no1 (configuration not stated) returned PTAP TSG101 blk -5.0%, p53 reactivation 4.1%, TCR activator -2.9%, ELG1 repair inh 17.4%, BRCA1 expr up 44.0%, TRPV1 ag -0.6, A-T KAP1 phos -3.7%, Integrin act MD 3.9% and B2AR arrestin 0.0%.
`NS(=O)(=O)c1ccc(CCNC(=O)C(=O)NCC2OCCN2S(=O)(=O)c2cc(F)ccc2F)cc1` (configuration not stated) gave PTAP TSG101 blk 1.0%, p53 reactivation -5.2%, TCR activator -3.0%, ELG1 repair inh 4.3%, BRCA1 expr up -2.1%, TRPV1 ag -1.1, A-T KAP1 phos -12.8%, Integrin act MD 12.3% and B2AR arrestin 2.8%.
For NNC(=O)c1ccc(COc2ccc3ccccc3c2)o1 the results were PTAP TSG101 blk -4.9%, p53 reactivation 4.3%, CXXC DNA block 14.8%, TCR activator 1.0%, ELG1 repair inh inconclusive, BRCA1 expr up inconclusive, TRPV1 ag inconclusive, A-T KAP1 phos 2.2%, Integrin act MD -12.5% and B2AR arrestin -1.1%.
`CN(Cc1ccc(F)cc1)C(=O)COc1ccccc1-c1ccccc1` gave PTAP TSG101 blk -5.2%, p53 reactivation -8.3%, CXXC DNA block 11.4%, TCR activator -9.3%[46.1 µM], ELG1 repair inh -9.2%, BRCA1 expr up -13.1%, TRPV1 ag inconclusive, A-T KAP1 phos 12.3%, Integrin act MD 17.9% and B2AR arrestin -0.7%.
COC(=O)c1ccc(NC(=O)C2CC(=O)N(c3cc(C)ccc3C)C2)cc1 (configuration not stated) was read as PTAP TSG101 blk -0.5%, p53 reactivation -15.8%, CXXC DNA block -8.0%, TCR activator 1.4%, ELG1 repair inh 1.9%, BRCA1 expr up -39.3%, TRPV1 ag 1.6, A-T KAP1 phos -6.3%, Integrin act MD 15.1% and B2AR arrestin 3.9%.
Screening Cc1ccc(SCC(=O)OCC(=O)NCC2CCCCC2)cc1C returned PTAP TSG101 blk -1.0%, p53 reactivation 0.9%, TCR activator 5.5%, ELG1 repair inh -3.3%, BRCA1 expr up -23.3%, TRPV1 ag inconclusive, A-T KAP1 phos 1.8%, Integrin act MD 30.8% and B2AR arrestin -0.2%.
For C/C(=N\NC(=O)C(C)Nc1cccc(Cl)c1)c1ccc([N+](=O)[O-])cc1 (configuration not stated) the results were PTAP TSG101 blk -6.1%, p53 reactivation -8.7%, CXXC DNA block 0.6%, TCR activator -3.3%[46.1 µM], ELG1 repair inh 9.1%, BRCA1 expr up -35.0%, TRPV1 ag 7.8, A-T KAP1 phos 1.2%, Integrin act MD 15.8% and B2AR arrestin -0.4%.
`COc1cc(C(=O)OCC(=O)NCC2CCCO2)cc(OC)c1OC` (configuration not stated) gave PTAP TSG101 blk 0.3%, p53 reactivation 4.6%, ELG1 repair inh 12.3%, BRCA1 expr up -1.9%, A-T KAP1 phos 11.2%, Integrin act MD 8.1% and B2AR arrestin -0.2%.
Screening Cc1cc2oc(C(=O)Nc3ccc(S(=O)(=O)N4CCCC(C)C4)cc3)cc(=O)c2cc1Cl (configuration not stated) returned PTAP TSG101 blk -0.4%, p53 reactivation -6.0%, CXXC DNA block -5.3%, TCR activator -5.8%[46.1 µM], ELG1 repair inh -6.7%, BRCA1 expr up -31.9%, TRPV1 ag -0.5, A-T KAP1 phos -0.6%, Integrin act MD -7.8% and B2AR arrestin 1.7%.
